Source: PubChem BioAssay (several laboratories)
NadD block = blocks S. aureus nicotinate mononucleotide adenylyltransferase | AID 602399 | purified NadD enzyme, colorimetric absorbance read-out | hit rate 0.78% among 360,000 | inhibition, % at 20 µM; in the data active = inhibition above about 26%; also: some compounds past the cut are filed as inactive
CSN deneddyl inh = blocks human CSN-mediated cullin deneddylation; Purified CSN, SCF-Nedd8-OG deneddylation, fluorescence polarization; inhibition, % at 12.5 µM; hit rate 0.38% among 360,000; AID 651999;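 active = pattern-corrected inhibition above about 35%, with an unprinted fluorescence ratio check between 0.5 and 1.5, limit read from the data, passing the limit was not always enough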;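 also: 0% = enzyme with substrate and 100% = substrate without enzyme; some results filed as inactive read as strong as hits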
Target sequence (Q92905 whole entry, looked up, one chain of several): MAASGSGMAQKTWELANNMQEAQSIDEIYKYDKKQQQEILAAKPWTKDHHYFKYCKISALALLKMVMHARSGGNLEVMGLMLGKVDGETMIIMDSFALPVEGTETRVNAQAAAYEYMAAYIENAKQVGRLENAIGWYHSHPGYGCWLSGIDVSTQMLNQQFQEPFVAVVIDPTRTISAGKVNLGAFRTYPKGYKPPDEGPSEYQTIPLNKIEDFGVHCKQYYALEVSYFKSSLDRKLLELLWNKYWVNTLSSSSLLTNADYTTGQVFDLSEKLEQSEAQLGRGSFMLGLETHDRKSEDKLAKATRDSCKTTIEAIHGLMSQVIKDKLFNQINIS
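Assay system: purified human Csn5 enzyme expressed in HEK293T cells; measure: % inhibition; also added: SCFSkp2-Nedd8OG substrate at 10 nM final; technique: fluorescence polarization; times: reaction 90 min, room temperature; medium: Tris buffer pH 7.5, NaCl, DTT, Tween-20, trehalose, ovalbumin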
SUMO1-SIM PPI = SUMO1-SIM interaction modulation; P63165; SUMO1 binding to a labelled peptide, TR-FRET, 1 h; inhibition, % at 20 µM; hit rate 0.33% among 360,000; AID 602429; in the data active = inhibition above about 37%
Target sequence (P63165 whole entry, looked up): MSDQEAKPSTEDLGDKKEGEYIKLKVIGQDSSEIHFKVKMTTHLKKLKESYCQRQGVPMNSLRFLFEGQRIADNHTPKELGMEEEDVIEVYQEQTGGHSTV
Scp-1 inhibitor = inhibitors of human Scp-1 phosphatase. Q9GZU7. Recombinant Scp1, phosphopeptide, malachite green phosphate absorbance. inhibition, % at 20 µM. hit rate 0.88% among 340,000. AID 493091;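 active = inhibition above about 50% at 20 µM, limit read from the data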;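 also: plate controls were DMSO wells with enzyme for no effect and wells lacking enzyme for full effect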
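Times: enzyme reaction 45 min at room temperature, colour 5 min, stabilisation 30 min. Material: SCP-1 catalytic fragment, aa 76-261. Medium: Acidic Tris acetate buffer with magnesium and detergent. Signal: colorimetric free-phosphate detection, absorbance 630 nm. Read-out basis: % inhibition of SCP-1 phosphate liberation. Reagent: Phosphorylated 17-residue peptide substrate.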
Tb MetRS inh = blocks T. brucei methionyl-tRNA synthetase activity. purified T. brucei MetRS, ATP depletion, Kinase-Glo luminescence. hit rate 0.4% among 360,000. inhibition, % at 11.9 µM;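 active = inhibition above a per-plate cutoff of the control wells' mean inhibition plus 3 SD, cut at about 5.5% in these data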;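 also: 0% = DMSO wells median and 100% = median of wells with control inhibitor compound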
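Assay system: T. brucei methionyl-tRNA synthetase, purified | Medium: HEPES buffer with MgCl2, KCl, DTT, spermine, BSA, pyrophosphatase | Compound: 11.9 µM single point | Incubation: 15 min enzyme-compound preincubation, 2 h reaction, 10 min detection, 25 °C | Measured by: Kinase-Glo luciferase luminescence reporting remaining unconsumed ATP | Measure: % inhibition normalized to control-well medians | Replication: Singlicate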
DNMT1 inh = inhibitors of human DNMT1; P26358; DNMT1 molecular beacon, Hinp1I cleavage, fluorescence; inhibition (reported as % activation of signal), % at 10 µM; hit rate 0.83% among 360,000; AID 588458; in the data active = inhibition above about 50%
LMPTP inh = blocks human LMPTP phosphatase; P24666; inhibition, % at 20 µM; recombinant LMPTP-A, OMFP fluorogenic substrate, fluorescence intensity; hit rate 0.22% among 360,000;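 active = compounds that cut the enzyme signal by at least half of the control window in the single-dose screen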;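 also: plate controls were DMSO wells with enzyme plus substrate for no effect and substrate without enzyme for full effect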
Target sequence (P24666 whole entry, looked up): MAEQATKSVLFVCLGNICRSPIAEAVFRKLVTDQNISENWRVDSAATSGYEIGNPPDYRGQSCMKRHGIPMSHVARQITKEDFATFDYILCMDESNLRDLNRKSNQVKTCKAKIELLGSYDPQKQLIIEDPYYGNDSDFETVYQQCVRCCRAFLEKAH
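Test system: LMPTP-A, protein tyrosine phosphatase of low molecular weight; Input: 0.625 nM enzyme; Incubation: 50 min dark incubation at room temperature; Signal: endpoint fluorescence intensity from OMFP dephosphorylation; Read-out basis: % inhibition versus control wells.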
Rpn11 block = Rpn11 (human) deubiquitinase inhibition; O00487; human 26S proteasome, Ub4-pepOG fluorescence polarization; 20S core pre-blocked with epoxomicin; calls only at 20 µM; hit rate 0.59% among 360,000; AID 588493;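 active = inhibition at 20 µM, scaled to each plate's controls, above about 33%, limit read from the data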
Target sequence (O00487 whole entry, looked up): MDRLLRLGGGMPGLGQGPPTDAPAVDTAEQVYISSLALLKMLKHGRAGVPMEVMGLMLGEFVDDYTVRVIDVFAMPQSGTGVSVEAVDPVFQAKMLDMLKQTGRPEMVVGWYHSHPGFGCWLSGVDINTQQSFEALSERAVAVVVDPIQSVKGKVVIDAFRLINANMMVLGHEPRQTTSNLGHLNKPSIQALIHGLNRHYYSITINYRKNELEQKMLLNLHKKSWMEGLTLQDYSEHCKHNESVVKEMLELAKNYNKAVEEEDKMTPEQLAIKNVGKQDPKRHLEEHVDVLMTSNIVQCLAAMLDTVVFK
MsrA inhibitor = inhibitors of bovine MsrA. hit rate 0.75% among 360,000. inhibition, % at 15.5 µM. AID 651718. purified bovine MsrA, absorbance read-out; in the data active = inhibition above about 4.5%;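 also: 0% = vehicle wells with enzyme and 100% = reference inhibitor wells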
STEP inh = blocks human striatal-enriched tyrosine phosphatase | inhibition, % at 20 µM | P54829 | hit rate 0.25% among 360,000 | recombinant STEP, OMFP fluorogenic substrate, fluorescence | AID 588621;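 active = inhibition at 20 µM, scaled per plate between control wells, above about 37%, limit read from the data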;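 also: 0% = DMSO with enzyme and substrate and 100% = substrate only without enzyme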
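medium = Bis-Tris buffer pH 6.0, 2.5 mM DTT, 0.005% Tween 20 | test system = STEP (striatal-enriched tyrosine phosphatase) enzyme, cell-free | measure = normalized % inhibition | compound dosing = 20 µM, 1% DMSO | also added = 25 µM OMFP | schedule = reaction 20 min, ambient temperature | measured by = fluorescence read at 480 nm ex / 540 nm em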
* hit, by the source's call; i = inactive; x = not tested or not shown.

SMILES	NadD block	CSN deneddyl inh	SUMO1-SIM PPI	Scp-1 inhibitor	Tb MetRS inh	DNMT1 inh	LMPTP inh	Rpn11 block	MsrA inhibitor	STEP inh
Cc1cccnc1CN1CCN(Cc2nc(Cc3cccc(F)c3)no2)CC1	-10	-5	-2	-3	-0.6	0	-2.6	i	-1.4	-4
CCOC(=O)c1[nH]c(C(=O)O)c(CCC(=O)OC)c1C	-6	-2	0	3	-0.3	2	-0.9	i	1.4	1
CCOc1ccccc1N1CCN(C(=O)c2cccs2)CC1	4	2	5	-2	0.5	6	0.0	i	2.7	2
O=S(=O)(c1ccc(F)cc1)c1nc(-c2ccccc2)oc1N1CCOCC1	0	-1	16	-3	-0.4	1	0.0	i	0.6	-1
CC(=O)NC(C(=O)OCC(=O)N(c1ccccc1)c1ccccc1)C(C)C (centres undefined)	0	1	-4	-2	0.3	-1	1.6	i	1.1	-2
Cc1cc(C)c2c(n1)sc1c(=O)n(CC(=O)c3ccccc3)cnc12	3	0	4	-9	-0.1	4	1.4	i	-1.9	4
Nc1ccc(C(=O)O)cc1S(=O)(=O)O	0	2	-10	-10	0.1	1	-4.8	i	0.1	0
Cc1cc(C(=O)Nc2cccc3c2O[C@@H](CN(C)S(C)(=O)=O)[C@H](C)CN([C@@H](C)CO)C3=O)n(C)n1	2	-1	-1	-3	-0.3	1	-1.8	i	-0.1	0
COc1ccccc1NC(=O)Nc1ccc(S(=O)(=O)Nc2onc(C)c2C)cc1	3	-2	2	-13	-0.1	1	-0.4	i	0.4	-1
CCCc1nnc(NC(=O)c2cccs2)s1	-2	0	-2	0	-1.0	2	-1.6	i	0.3	4
O=C(Nc1ccccc1)Nc1nnc(-c2cccs2)s1	7	7	2	-5	1.6	42	-2.4	i	-1.2	-5
COc1ccc(N2C[C@H](C)[C@@H](CC(=O)Nc3ccccc3)C2=O)cc1	-4	0	1	x	-1.2	3	-1.5	i	-0.9	2
CCOC(=O)N1CCN(C(=O)c2ccc(C#CC3(O)CCCCC3)cc2)CC1	-2	4	-3	-7	-0.3	-2	-0.9	i	2.0	-12
COC(=O)c1ccccc1NC(=O)c1cn(-c2ccc(C)c(C)c2)c(=O)c2ccccc12	6	-7	-1	-12	0.0	-4	4.1	i	-0.1	3
COc1cc(NC(=O)c2cccs2)c(OC)cc1NC(=O)c1ccco1	-1	0	-1	-1	-1.1	2	0.2	i	0.9	-2
O=C(COC(=O)c1ccc(CNS(=O)(=O)c2ccc(F)c(Cl)c2)cc1)NC1CCCCCCC1	-2	2	0	-10	0.5	-3	0.4	i	-0.3	0
COc1ccc(C=O)cc1COc1ccc2c(c1)OCO2	-3	-3	-1	-11	-0.2	-3	2.4	i	-2.3	3
Cc1cc(NC(=O)CSc2ccc3nnc(-c4cccnc4)n3n2)no1	5	8	1	-13	-0.2	5	-0.9	i	0.7	-1
CCCCSc1nc(O)c(Cc2ccccc2)c(=O)[nH]1	0	2	7	0	-0.2	1	-0.8	i	-0.2	6
CC(OC(=O)CCC(=O)c1ccccc1)C(=O)Nc1ccc(F)cc1 (centres undefined)	0	7	-4	-7	-0.4	1	-0.1	i	-0.5	-2
Cc1cccc(C(C)C)c1NC(=O)CN(C)Cc1cccc(F)c1	-1	5	0	9	-0.7	4	-1.2	i	-0.2	-1
CC(=O)Nc1ccccc1C(=O)C(=O)Nc1cccc(C(=O)NC2CC2)c1	-4	-11	-2	-5	-1.4	5	-2.7	i	-0.1	1
O=C(Nc1ncc(Br)s1)C(Cc1ccccc1)n1cccc1 (centres undefined)	-3	1	-2	-9	-1.6	3	1.1	i	-0.2	0
COc1ccc(NC(=O)CN(C)C(=O)c2cccc(-n3cccc3)c2)cc1	1	30	19	x	0.3	83*	6.2	i	-0.3	6
Cc1ccc(C2=Nc3ccccc3N(C(=O)c3ccccc3)C(C)C2)cc1 (centres undefined)	2	1	0	0	-1.2	-3	-0.5	i	0.1	-2

3 entries out of the list above, sorted by the number in DNMT1 inh, descending.
structure	DNMT1 inh
COc1ccc(N2C[C@H](C)[C@@H](CC(=O)Nc3ccccc3)C2=O)cc1	3
CC(=O)NC(C(=O)OCC(=O)N(c1ccccc1)c1ccccc1)C(C)C (centres undefined)	-1
Cc1ccc(C2=Nc3ccccc3N(C(=O)c3ccccc3)C(C)C2)cc1 (centres undefined)	-3

(list continues)
SMILES	NadD block	CSN deneddyl inh	SUMO1-SIM PPI	Scp-1 inhibitor	Tb MetRS inh	DNMT1 inh	LMPTP inh	Rpn11 block	MsrA inhibitor	STEP inh
CC(=O)Nc1ccc(OCC(O)CNC(C)C)cc1 (centres undefined)	-2	-3	2	-9	-0.6	3	-1.1	i	1.2	-4
Cc1c(NS(C)(=O)=O)cccc1-c1nc2cccnc2s1	-2	2	-4	-2	-0.8	5	3.1	i	0.0	-3
COc1ccc(NC(=O)c2ccc(-c3nn(C)c(=O)c4ccccc34)cc2)cc1	-3	-3	-5	-3	-0.1	1	-0.4	i	0.5	-2
O=P(OC1CCS(=O)(=O)C1)(c1ccccc1)c1ccccc1 (centres undefined)	3	2	3	-11	0.2	7	-0.6	i	-0.6	-1
CCC1=NN2C(=N)/C(=C/c3ccc(OS(=O)(=O)c4ccccc4)c(OC)c3)C(=O)N=C2S1	82*	9	17	-1	-0.3	3	0.6	i	0.0	1
CCCNC(=O)Nc1cccc(C(=O)OC)c1	0	-1	-1	-1	-0.4	-1	-1.7	i	-0.1	0
CCn1c(SCC(=O)c2ccc(Cl)cc2)nnc1-c1cccs1	0	6	-1	-1	-0.3	-2	0.1	i	-1.3	2
COc1ccc(C(C)=O)cc1COC(=O)CNC(=O)c1ccccc1F	-8	-1	-5	-11	-0.1	-2	-1.8	i	2.6	-5
O=C(Nc1nccc(-c2cccs2)n1)c1cccs1	-4	-7	-5	0	-0.8	1	-0.5	i	1.1	5
Cc1sc2nc(C)n(/N=C/c3ccc(O)cc3O)c(=O)c2c1C	0	1	12	3	-0.7	8	0.0	i	2.4	-2
O=C(CCN1C(=O)COc2ccccc21)NCCCN1CCN(c2ccccc2F)CC1	2	5	-1	-5	0.1	0	-1.4	i	0.1	-1
CC1CC(=O)c2ccccc2C1C (centres undefined)	0	1	-1	-1	-0.5	0	0.1	i	0.0	-1
O=C(/C=C/c1cccc([N+](=O)[O-])c1)NCC1CCCO1 (centres undefined)	-9	2	-21	-8	0.0	-1	-0.3	i	-1.1	1
CC(C)CC(N)c1csc(Nc2ccc(C(=O)N(C)Cc3ccccc3)cn2)n1 (centres undefined)	-3	-5	-6	x	-0.2	-2	-0.4	i	-0.2	2
Clc1ccc(OCc2nnc(-c3ccccc3Br)o2)cc1	-2	1	3	-14	-0.7	-8	2.4	i	0.0	-2
O=C(CCC(=O)Nc1ccc(F)cc1)N/N=C/c1ccc(Br)cc1	-4	-2	3	-11	0.6	-2	-0.7	i	-0.1	3
CCN(CC)c1ccc(NS(=O)(=O)c2ccc(-c3ccc(=O)[nH]n3)o2)c(C)c1	-4	-4	-2	-7	0.8	0	-0.3	i	0.3	-5
O=C(O)CCc1ccc(-c2ccc(Br)cc2)n1Cc1ccco1	8	17	7	2	-0.2	73*	2.0	i	2.0	2
C=CCNC(=O)/C(=C/c1ccc(Br)cc1)NC(=O)c1ccccc1OC	-5	-3	-1	5	-0.6	6	0.2	i	0.1	3
CCOc1ccc(NS(=O)(=O)c2ccc(NC(=S)NC(C)=O)cc2)cc1	-7	-9	-2	-3	-0.5	-3	0.7	i	0.7	5
N/C(=N\OC(=O)N1CCOCC1)c1ccc(Cl)cc1	0	-12	1	-7	-0.1	-5	0.2	i	-0.7	-3
C[C@H](CO)N1C[C@H](C)[C@@H](CN(C)Cc2ccc(-c3ccccc3)cc2)Oc2c(NS(=O)(=O)c3ccc(F)cc3)cccc2C1=O	-3	4	2	4	-0.3	-14	1.1	i	-0.9	2
Cc1ccc2cccc(Oc3nnnn3-c3ccccc3)c2n1	2	-1	-2	2	-0.2	-4	0.2	i	0.0	2
O=C(NCc1ccccc1)c1ccc2nc(N3CCOCC3)sc2c1	-7	1	-3	-4	-0.1	-1	1.6	i	-0.5	-1
C/C(=C(\C#N)C(=O)NCCN1CCOCC1)N(C)C	3	1	-2	7	-1.4	5	-3.0	i	0.0	-9
Cc1c(C(=O)Nc2ccccc2)oc2c1C(=O)CC(C)(C)C2	-8	-7	3	-9	-0.4	0	-0.8	i	0.3	3
Cc1ncc([N+](=O)[O-])n1CC(=O)NC1CCCCC1	-2	-10	-3	-2	-0.7	1	-1.2	i	1.6	3
COc1ccc(NC(=O)CCN2C(=O)NC3(CCCC3)C2=O)cc1Cl	1	1	5	3	-0.4	3	0.5	i	-0.5	3

Two of these compounds in another layout:
CCOc1ccc(NS(=O)(=O)c2ccc(NC(=S)NC(C)=O)cc2)cc1
  NadD block: -7	CSN deneddyl inh: -9	SUMO1-SIM PPI: -2	Scp-1 inhibitor: -3	Tb MetRS inh: -0.5	DNMT1 inh: -3	LMPTP inh: 0.7	Rpn11 block: i	MsrA inhibitor: 0.7	STEP inh: 5
N/C(=N\OC(=O)N1CCOCC1)c1ccc(Cl)cc1
  NadD block: 0	CSN deneddyl inh: -12	SUMO1-SIM PPI: 1	Scp-1 inhibitor: -7	Tb MetRS inh: -0.1	DNMT1 inh: -5	LMPTP inh: 0.2	Rpn11 block: i	MsrA inhibitor: -0.7	STEP inh: -3

Single entries from the results shown:
CSN deneddyl inh result of `Cc1ccc2cccc(Oc3nnnn3-c3ccccc3)c2n1` = -1
STEP inh result of `COc1ccc(C(C)=O)cc1COC(=O)CNC(=O)c1ccccc1F` = -5
Scp-1 inhibitor result of `CCCNC(=O)Nc1cccc(C(=O)OC)c1` = -1
DNMT1 inh result of `COc1ccc(NC(=O)CCN2C(=O)NC3(CCCC3)C2=O)cc1Cl` = 3
